Assay outcomes: PubChem, several laboratories
MEP2-GFP yeast = alters MEP2-GFP fluorescence in TOR pathway yeast screen | S. cerevisiae MEP2-GFP strain, flow cytometry GFP, 3 h; 100% = DMSO control level | GFP response vs DMSO, % at 10 µM | 330,000 compounds, 0.51% hits | AID 2016;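 active = GFP response versus DMSO above a set limit, roughly screen mean plus 3 SD, cut at about 180% in these data; inconclusive = fewer than 70 cells counted for a yeast strain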;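 also: median GFP fluorescence of the barcode-gated MEP2-GFP cells per well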
RPL19A TOR yeast = modulators of TOR pathway RPL19A-GFP in S. cerevisiae; S. cerevisiae RPL19A-GFP strain, flow cytometry, 3 h; hits give low values; 330,000 compounds, 0.3% hits; percent response vs DMSO, % at 10 µM;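 active = percent response vs DMSO below 50%; inconclusive = fewer than 70 events counted for the yeast strain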;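 also: median channel GFP fluorescence of the barcoded RPL19A-GFP strain; ratio of sample median GFP to plate DMSO average so 100% = DMSO; lower means less RPL19A-GFP as with rapamycin TOR inhibition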
LAP4-GFP MLPCN = yeast TOR pathway LAP4-GFP modulation | GFP response vs DMSO, % at 10 µM | S. cerevisiae LAP4-GFP multiplex, flow cytometry GFP, 3 h; median GFP as percent of DMSO wells | 320,000 compounds, 0.34% hits;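 active = GFP response vs DMSO above a set limit, about the screen mean plus 3 SD, cut at about 150% in these data; inconclusive = under 70 cell events counted for the yeast strain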
AHR act = activates the human aryl hydrocarbon receptor; P35869; activation, % at 5 µM; AHR-responsive luciferase reporter cells, luminescence; 320,000 compounds, 2.5% hits; AID 2796; in the data active = activation above about 47%;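 also: 0% = vehicle wells and 100% = reference agonist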
procasp3 activ = activates human procaspase-3; AID 463141; recombinant procaspase-3 D3A, Ac-DEVD-pNA absorbance 405 nm; activation, % at 8.5 µM; P42574; 330,000 compounds, 0.11% hits;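 active = activation above the mean of all tested compounds plus 3 SD, cut at about 21% in these data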;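 also: 0% = DMSO alone and 100% = DMSO wells spiked with extra 5 µM PC-3 D3A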
Target sequence (P42574 whole entry D9A/D28A/D175A): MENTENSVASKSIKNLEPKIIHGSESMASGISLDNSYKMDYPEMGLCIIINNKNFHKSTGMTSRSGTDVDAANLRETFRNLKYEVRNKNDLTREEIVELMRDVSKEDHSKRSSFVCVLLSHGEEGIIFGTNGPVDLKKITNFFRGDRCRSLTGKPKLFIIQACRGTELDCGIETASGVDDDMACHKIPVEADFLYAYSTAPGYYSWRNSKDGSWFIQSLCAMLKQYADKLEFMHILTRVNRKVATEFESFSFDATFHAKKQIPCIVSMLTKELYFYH
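Technique: 405 nm absorbance of p-nitroaniline, reads at 0 and 120 min; Test system: Procaspase-3 D3A mutant; Incubation: 1 h enzyme-compound preincubation, then 2 h substrate reaction, 25 °C; Repeats: singlicate, each compound tested once; Benchmarks: low control DMSO wells, high control DMSO plus 5 µM PC-3 D3A.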
proCasp7 act = counter-screen: procaspase-7 (human) activation | recombinant procaspase-7, Ac-DEVD-pNA absorbance 405 nm; D23A/D198A/D206A triple mutant, cannot self-cleave; scale: DMSO 0, 5 µM enzyme 100 | activation, % at 8.5 µM | 330,000 compounds, 0.093% hits | P55210;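 active = percent activation above the screen-wide mean plus 3 SD, cut at about 25% in these data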
Target sequence (P55210 whole entry D23A/D198A/D206A): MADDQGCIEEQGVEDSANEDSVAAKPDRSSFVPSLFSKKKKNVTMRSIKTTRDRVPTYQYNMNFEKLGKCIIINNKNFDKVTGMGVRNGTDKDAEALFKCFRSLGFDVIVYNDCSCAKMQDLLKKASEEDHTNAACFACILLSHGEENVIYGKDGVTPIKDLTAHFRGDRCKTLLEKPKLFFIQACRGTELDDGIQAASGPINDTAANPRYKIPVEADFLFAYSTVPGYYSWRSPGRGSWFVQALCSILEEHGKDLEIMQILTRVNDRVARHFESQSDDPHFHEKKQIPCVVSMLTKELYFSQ
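Assay system: Uncleavable procaspase-7 mutant enzyme | Input: 2 µM procaspase-7 mutant as dispensed | Timing: 1 h compound preincubation, 2 h substrate cleavage, 25 °C | Repeats: One well per compound | Control set: DMSO wells as 0%, DMSO with 5 µM added PC-7 as 100% | Technique: Epi-absorbance of released pNA at 405 nm, two timepoints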
CR mimetic SO = caloric restriction mimetics inhibiting age-related superoxide in yeast; superoxide response (% of plate mean), % at 10 µM; 330,000 compounds, 0.18% hits; S. cerevisiae aged cells, superoxide DHE fluorescence; hits give low values; AID 2690;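 active = superoxide response under a set limit, about three screen SD below normal, cut at about 65% in these data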;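 also: yeast aged for seven days with compound at 30 °C before DHE staining; 100% = average MFI of all compound-treated wells on the plate with controls excluded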
JMJD2C inh = inhibitors of human GASC-1 (JMJD2C) demethylase; GST-JMJD2C(1-420) H3K9me3 demethylation, DELFIA europium; inhibition, % at 2.35 µM; 330,000 compounds, 0.069% hits;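 active = more than half of a compound's replicate wells show inhibition beyond 50%, single wells judged on their own value; inconclusive = some, but no more than half, of replicates pass 50% inhibition; inactive = no replicate passes 50% inhibition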;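 also: signal counts dimethyl H3K9 product captured on neutravidin plate; 0% = median of DMSO wells and 100% = 0.3 times that DMSO median; strong numbers were not always called active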
Target sequence (Q9H3R0 1-420 limits assumed): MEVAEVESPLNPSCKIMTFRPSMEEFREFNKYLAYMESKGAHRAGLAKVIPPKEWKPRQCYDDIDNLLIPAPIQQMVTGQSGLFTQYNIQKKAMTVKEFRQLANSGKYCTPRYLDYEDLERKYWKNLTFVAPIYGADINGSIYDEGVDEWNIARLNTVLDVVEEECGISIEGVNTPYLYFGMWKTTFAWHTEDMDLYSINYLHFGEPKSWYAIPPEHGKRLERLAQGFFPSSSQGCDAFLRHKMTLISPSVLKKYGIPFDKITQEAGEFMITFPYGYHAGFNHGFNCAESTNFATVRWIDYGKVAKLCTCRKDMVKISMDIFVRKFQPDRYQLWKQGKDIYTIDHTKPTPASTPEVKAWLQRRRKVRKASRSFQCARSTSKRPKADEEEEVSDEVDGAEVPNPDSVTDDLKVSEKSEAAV
The depositor's hits bear a star; ? = inconclusive; / = no result given; & = joins results of further samples; [ ] = dose if it differs, or a comment.

Values run as follows: MEP2-GFP yeast	RPL19A TOR yeast	LAP4-GFP MLPCN	AHR act	procasp3 activ	proCasp7 act	CR mimetic SO	JMJD2C inh
COc1ccc(-c2cccc(C3CC=CC4C3C(=O)N(Cc3ccccc3)C4c3ccc4ccccc4c3)c2)cc1 (centres undefined)
    95	98	87	2	8	-2	91	-3
Cc1occc1C(=O)Nc1ccc2c(c1)OCCO2
    90	96	97	13	-1	6	94	4
Cc1cccc(C)c1OCC(=O)N/N=C/c1cccn1C
    106	101	103	3	1	9	94	4
CC(=O)c1cccc(S(=O)(=O)Nc2ccccc2N2CCOCC2)c1
    109	99	89	-1	-3	7	119	8
O=C(Nc1ccc(F)cc1F)NC1CC(=O)N(Cc2ccccc2)C1 (centres undefined)
    107	99	99	1	-7	5	88	2
Cc1ccccc1Cn1nc(C)c(NC(=O)c2sc3ccccc3c2Cl)c1C
    101	95	89	0	5	-5	104	-5
O=C(c1cccc([N+](=O)[O-])c1)N1CCCN(C(=O)c2cccc([N+](=O)[O-])c2)CC1
    111	110	100	-1	-2	7	99	-1
Cc1cccc(-n2cc(CNCCc3nc(C)cc(C)n3)c(-c3cccc(F)c3)n2)c1
    96	93	99	8	0	6	113	-2
O=C(COC(=O)c1cccnc1Cl)NC1CCCc2ccccc21 (centres undefined)
    96	91	91	2	-1	6	89	3
O=C(NCc1ccco1)c1ccc2c(c1)CCO2
    95	95	109	-4	0	5	83	-24
CCCCn1c(N)c(N(CC(C)C)C(=O)CSCc2ccc(Cl)c(Cl)c2)c(=O)[nH]c1=O
    89	96	85	1	4	-6	110	0
Cc1nc(-c2ccc(Br)cc2)ccc1C(=O)O
    102	103	103	-2	-8	11	100	3
CCN(CC)CCN1C(=O)C(O)=C(C(C)=O)C1c1ccc(OC)c(OC)c1 (centres undefined)
    85[may fluoresce red]	?	85[may fluoresce red]	0	-5	3	94	0
O=C(CCN1C(=O)C2(OCCO2)c2ccccc21)c1ccccc1
    103	99	103	12	-6	11	100	-7
CCCN1CCC(Oc2cccc(C(=O)NCCc3ccccc3)c2)CC1
    106	104	105	1	1	0	102	6
CC(C)(CO)Nc1nc(N2CCCC2)nc(N2CCCC2)n1
    109	101	102	0	3	-11	104	10
CCOC(=O)c1ccccc1NC(=O)COC(=O)c1ccccc1C(=O)N(C)c1ccccc1
    97	100	122	0	-6	4	90	-7
Cc1cc(C)cc(OCC(=O)OCC(=O)N2CCc3ccccc32)c1
    101	100	111	8	-4	5	109	12
COC(=O)c1cc(OC)c(OC)cc1NC(=O)CCCCCN1C(=O)CCC1=O
    106	98	107	16	-6	-3	103	-7
Cc1ccc2c(c1)[C@H]1OCC[C@H]1[C@@H](c1ccncc1)N2
    103	98	107	4	0	2	95	5
COc1cc(C(=O)NNC2=CC(=O)CC(C)(C)C2)cc(OC)c1OC
    117	95	125	2	2	2	96	1
COc1ccc(Cn2cnc3c(N)c(C)c(C)cc32)cc1
    99	99	96	19	2	8	100	3
Cc1ccc(OCC(O)CN2CC3(C)CC2CC(C)(C)C3)cc1 (centres undefined)
    106	109	96	1	10	-13	96	-6
N#Cc1cnn2c1nc(N1CCOCC1)c1ccccc12
    107	102	87	1	3	1	92	-3
CCCCNC(=O)Cc1c(OC)ccc2cc(Br)ccc12
    104	103	108	16	3	7	106	-10
CC(=O)Oc1ccc2oc(/C=C/N(C)C)c([N+](=O)[O-])c2c1
    97	101	106	5	-6	-8	88	2
COC(=O)C1=CN(C(C)C)C=C(C(=O)OC)C1c1cc(Br)c(OC)c(OC)c1
    104	100	100	2	0	2	96	/
CC(/C=C1\SC(=S)N(NS(=O)(=O)c2ccccc2)C1=O)=C\c1ccccc1
    98	100	96	0	-3	-6	108	-4
O=C(NCc1ccco1)c1ccccc1F
    103	95	114	1	-3	-3	106	-5
Cc1cccc(C(=O)Nc2ccc(C(=O)/C=C/c3cccnc3)cc2)c1
    93	90	91	3	-4	8	84	-2
O=C(Nc1nc(-c2cccs2)cs1)c1ccc(Cl)cc1
    101	98	113	129*	-10	-5	104	-24
CCOc1ccc(S(=O)(=O)Nc2cccc(C(=O)N(C)Cc3cccc(OC)c3OC)c2)cc1
    97	100	97	1	4	7	102	/
C/C(=N\NC(=O)c1nnn(-c2nonc2N)c1CN(C)c1ccccc1)c1cccc(O)c1
    99	97	95	5	5	-1	88	7
O=C(CCC(=O)N/N=C/c1c[nH]c2ccccc12)NCc1ccccc1
    98	96	92	19	-3	1	97	-2
NNC(=O)[C@@H]1C[C@@H]1c1ccccc1
    107	107	94	5	0	7	93	-24
Cn1c(=NC(=O)COc2ccccc2)sc2cc(F)cc(F)c21
    99	97	111	0	7	1	108	8
CC(NC(=O)c1ccco1)C(=O)O (centres undefined)
    93	94	99	-2	6	4	90	/
CCOc1ccc(C(=O)CC(=O)C(=O)NCCc2ccc(OC)c(OC)c2)cc1
    105	106	87	-4	-3	-19	95	1
O=C(c1ccc(F)cc1)N1CCCC(c2nc(-c3cccs3)no2)C1 (centres undefined)
    96	99	108	-2	-8	4	93	-1
CC(C)(C)NC(=O)NC(=O)CSc1nnc2ccccn12
    95	90	90	-1	-2	10	86	-13
C/C(=C1/C(=O)N(c2ccc([N+](=O)[O-])cc2)N=C1c1ccccc1)N(C)C
    94	98	101	87*	-5	-5	107	1
COc1cc(CN2CC(C)CC(C)C2)cc([N+](=O)[O-])c1O (centres undefined)
    104	101	80	-3	6	-3	112	2
CCCC(C)NC(C)C(=O)NC1CCCC1 (centres undefined)
    96	92	89	-1	8	4	112	-1
O=C1Nc2ccc([N+](=O)[O-])cc2OC1CCN1CCN(c2ccccc2)CC1 (centres undefined)
    99	99	112	1	4	2	106	-37
O=C(c1ccsc1)N1CCCC(N2CCOCC2)C1 (centres undefined)
    101	93	86	-1	3	8	84	-8
CCn1cc(S(=O)(=O)Nc2cc(C)ccc2F)cn1
    103	105	90	12	1	10	73	173
CCOC(=O)C1CCCN(C(=O)Cc2ccc(Cl)cc2)C1 (centres undefined)
    101	94	96	5	-3	1	90	-5
C/C(=N\NS(=O)(=O)c1ccc(C)cc1)c1cccs1
    98	96	94	1	7	12	89	22
CCn1nc(CC(=O)Nc2ccc(-n3cnnn3)c(C)c2)c2ccccc2c1=O
    98	97	92	2	5	2	106	21&4
O=C(COC(=O)c1ccc[nH]c1=O)Nc1ccc(N2CCCCC2)cc1
    101	108	101	-9	-2	-9	96	4
C=CCn1c(O)c(C2=c3ccccc3=NC2=O)sc1=Nc1ccc(O)cc1
    106	107	102	17	0	-16	109	-8
CC(Oc1cccc(Cl)c1)C(=O)NNC(=O)c1cccnc1 (centres undefined)
    105	100	91	0	-4	-9	93	/
CNc1ccccc1
    98	99	108	1	2	3	94	3
CCN=C1S/C(=C\c2cn(CC(=O)NCCOC)c3ccccc23)C(=O)N1CC
    102	98	99	3	6	-5	97	1
O=C(CSc1nnc(-c2ccccc2)c(-c2ccccc2)n1)N1CCOCC1
    102	99	90	-1	2	4	109	-6
S=C(NCCc1ccccc1)N1CCc2ccccc2C1
    104	102	107	14	-9	-5	86	5
Cc1nc2ccccn2c1C(=O)C(=O)Nc1cc(F)ccc1F
    103	99	112	5	-5	5	106	-1
COc1cc2cc(CCCOC(=O)c3ccco3)oc(=O)c2cc1OC
    96	97	98	0	8	2	123	-3
Cn1c(-c2sccc2OCc2cccc(C(F)(F)F)c2)n[nH]c1=S
    102	102	98	17	-15	-20	125	-6
COC(=O)CC1=NN(c2ccc(OC)cc2)C(=O)C1
    98	104	90	4	0	6	140	-4

(more compounds)
Values run as follows: MEP2-GFP yeast	RPL19A TOR yeast	LAP4-GFP MLPCN	AHR act	procasp3 activ	proCasp7 act	CR mimetic SO	JMJD2C inh
COc1cccc(CN2CCN(Cc3cc(OC)c(OC)c(OC)c3)CC2)c1OC
    105	103	94	/	/	/	98	-1
Cc1cccc(OCC(=O)N/N=C/c2cn[nH]c2-c2ccc(Cl)c(Cl)c2)c1
    120	106	100	47*	4	5	93	1
CCN(C(=O)Cn1c(=O)n2nc(CCn3nc(C)cc3C)nc2c2ccccc21)c1cccc(C)c1
    102	97	109	0	-7	-2	99	/
O=C(Cn1nc(Cc2ccncc2)c2ccccc2c1=O)N1CCN(C(=O)c2ccco2)CC1
    109	103	106	2	6	-6	106	-26&-6
COc1ccc(C(=O)NC2=C(C#N)CCC2)cc1OC
    97	97	92	3	8	-8	81	-5
CCN(CC(=O)NCc1ccc(F)cc1)S(=O)(=O)c1ccc(Cl)s1
    104	97	102	0	8	-6	87	1
Cc1cccnc1NC(=O)c1cccc(S(=O)(=O)N2CCCc3ccccc32)c1
    99	97	104	13	1	0	98	-7
COc1ccc(CCN2C(=S)N(C)C(=O)C2CC(=O)Nc2ccc(OC)cc2)cc1 (centres undefined)
    103	107	104	0	-3	-9	95	-20
COc1ccc(CCNC(=O)CSCC(=O)Nc2cc(S(C)(=O)=O)ccc2Cl)cc1
    94	104	95	0	9	-7	113	-16
Cc1ccc(NC2=CC(=O)CC(C)(C)C2)c(N)c1
    94	96	95	28	-19	-23	101	45
COc1ccccc1N1CCN(C(=O)c2ccccc2NC(=O)C2CCCCC2C(=O)O)CC1 (centres undefined)
    106	99	89	0	0	-6	106	1
CN(C(=O)CSc1nnc(C2CC2)n1C1CC1)C1(C#N)CCCCC1
    95	100	101	0	-3	8	101	-1
N/C(=N/OC(=O)c1ccccc1F)c1nonc1N
    101	101	100	-5	4	-3	109	5
O=C(COC(=O)c1c(Cl)cccc1Cl)Nc1cc(Cl)ccc1Oc1ccccc1
    99	103	88	2	4	2	95	4
CC(C)(C)NC(=O)c1cccc2c1OC(C)(C)C2
    103	100	94	-2	4	5	102	?
Cc1ccc(OCCOCCOc2cccc3cccnc23)c(Br)c1
    106	102	98	19	-4	-9	120	-1
c1ccc2c(N3CCCCC3)nc(N3CCCCC3)nc2c1
    103	107	96	9	4	16	99	36
Cc1c(C(=O)NCc2cccnc2)oc2ccc(S(=O)(=O)N3CC(C)CC(C)C3)cc12 (centres undefined)
    116	97	97	20	-1	3	105	-7
O=C(OCn1ncc(Br)c(Br)c1=O)c1ccc(F)cc1
    85	90	236*	6	-1	-2	106	11
Cc1cc2c(cc1C)-c1nnnn1C(C)(C)C2
    105	98	108	-1	4	5	104	-19
CC(=O)N(Cc1ccco1)c1nc(C(=O)Nc2ccc(Cl)cc2)c(C)s1
    96	98	101	90*	-1	-14	108	-8
Cc1ccc(SCc2cc(-c3ccc(Cl)cc3)no2)cc1
    96	97	108	-3	-1	7	94	10
O=C(N/N=C/c1ccccn1)c1ccc(N/N=C/c2ccccn2)cc1
    98	97	82	13	1	-12	93	-1
